Cardiac RTF inh – cardiac RTF calcium desensitization; P19429+P45379; IANBD-labeled cardiac RTF, Ca2+ fluorescence; inhibition, % at 7.15 µM; 340,000 tested, 0.12% active;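 active = inhibition above the mean inhibition of all tested compounds plus 3 SD, cut at about 17% in these data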;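 also: assay run at fixed EC70 calcium of 1.6 mM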
PKA-R2B activ – activates the human PKA-R2B holoenzyme complex. AID 504700. activation, % at 11.4 µM. 340,000 tested, 0.079% active. PKA-R2B holoenzyme dissociation, Cy5-IP20 fluorescence polarization; R2B truncated from residue 108, S112A mutant; 0% DMSO only, 100% 113 µM cGMP;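 active = activation above a cutoff set at the mean over all compounds plus 3 SD, cut at about 18% in these data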;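 also: higher means more holoenzyme dissociation and a rise in polarization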
Target sequence (P31323 whole entry, looked up, other chains not shown, the tested form may be a part): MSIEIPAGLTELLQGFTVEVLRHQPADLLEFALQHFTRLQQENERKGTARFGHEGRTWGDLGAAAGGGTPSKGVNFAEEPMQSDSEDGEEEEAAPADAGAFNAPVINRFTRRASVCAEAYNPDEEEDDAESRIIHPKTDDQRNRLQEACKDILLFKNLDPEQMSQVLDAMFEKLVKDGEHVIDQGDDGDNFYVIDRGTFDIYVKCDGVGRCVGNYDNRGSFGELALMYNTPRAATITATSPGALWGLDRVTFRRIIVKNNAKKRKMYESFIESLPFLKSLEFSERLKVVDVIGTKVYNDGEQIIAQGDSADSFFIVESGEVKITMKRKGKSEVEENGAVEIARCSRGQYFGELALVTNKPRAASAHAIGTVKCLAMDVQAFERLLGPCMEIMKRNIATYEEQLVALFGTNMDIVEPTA
Keap1-Nrf2 PPI – disrupts human Keap1 binding to Nrf2 peptide; Q14145; Keap1 Kelch-Nrf2 peptide fluorescence polarization, 1536-well; inhibition, % at 9.4 µM; 340,000 tested, 0.15% active; in the data active = inhibition above about 12%;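 also: human Keap1 Kelch domain with fluorescein labeled Nrf2 9mer peptide probe; 0% = neutral control wells and 100% = peptide positive control; higher means more block of Keap1 binding to Nrf2 peptide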
LANA DNA inh – blocks KSHV LANA C-terminal domain binding to DNA | MBP-C-LANA/FAM-LBS DNA binding, fluorescence polarization | 340,000 tested, 0.078% active | inhibition, % at 9 µM;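 active = highest replicate inhibition at or above 60% at 9 µM, even if other replicates fall short; inactive = all replicates below 60% inhibition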;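 also: 0% = neutral control wells and 100% = 4 µM acridine orange control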
CAL PDZ FP-1 – CAL PDZ (human) peptide binding inhibition; Q9HD26; purified CAL PDZ, TMR-peptide fluorescence polarization, 1 h; inhibition, % at 24.9 µM; 300,000 tested, 0.92% active; AID 602252;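 active = mean inhibition of at least 30% with at least half of replicates also reaching 30%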;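 also: 0% = DMSO neutral control and 100% = excess unlabeled competitor peptide PRC23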
RTF Ca sens act – increases calcium sensitivity of human cardiac regulated thin filaments; P19429+P45379; IANBD-labeled TnC RTF fluorescence at EC20 calcium; 0% EC20 calcium, 100% full calcium; activation, % at 7.2 µM; 340,000 tested, 0.24% active;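 active = activation above the mean over all tested compounds plus 3 SD, cut at about 30% in these data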;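 also: rise in fluorescence read as greater calcium sensitivity of cardiac thin filaments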
Rtt109 HAT inh – blocks Candida albicans Rtt109/Vps75 acetyltransferase activity | AID 540336 | Q5AAJ8 | inhibition, % at 34.9 µM | purified Rtt109/Vps75, ThioGlo CoA-SH fluorescence, 4 h | 330,000 tested, 0.16% active;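 active = inhibition of at least 50% in every replicate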
Target sequence (Q5AAJ8 whole entry, looked up): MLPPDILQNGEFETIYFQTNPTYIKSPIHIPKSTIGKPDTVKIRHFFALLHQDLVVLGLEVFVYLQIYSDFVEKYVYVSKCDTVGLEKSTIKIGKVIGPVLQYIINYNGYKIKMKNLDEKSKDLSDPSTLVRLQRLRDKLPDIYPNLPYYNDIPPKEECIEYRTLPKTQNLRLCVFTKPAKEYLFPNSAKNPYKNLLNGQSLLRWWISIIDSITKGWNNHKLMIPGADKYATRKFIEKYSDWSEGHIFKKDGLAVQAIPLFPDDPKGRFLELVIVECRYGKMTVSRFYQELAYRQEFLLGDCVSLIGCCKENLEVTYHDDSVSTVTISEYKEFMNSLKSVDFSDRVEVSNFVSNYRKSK
SR-BI DiI-HDL act – SR-BI HDL lipid transfer activation | activation, % at 12.5 µM | AID 504775 | 320,000 tested, 0.096% active | CHO ldlA[mSR-BI] cells, DiI-HDL uptake fluorescence, 3 h; 100 = double the neutral-control signal;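 active = mean replicate activation of at least 60% and every replicate at or above 60%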;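 also: 0% = median plate neutral-control signal and 100% = twice that signal; values of inactives mirror those of a sister screen read the other way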
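system = CHO ldlA[mSR-BI] cells, LDL receptor-null, SR-BI overexpressing | medium = Ham's F12 with 0.5% BSA, HEPES 25 mM, pH 7.4 | probe or stimulus = DiI-HDL 10 µg/mL | compound dosing = single-point compound dose | incubation = compound exposure 3 h, 37 °C | technique = DiI fluorescence, bottom read | read-out = cell-associated DiI fluorescence as measure of HDL uptake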
DAGLB inhibitor – diacylglycerol lipase beta (human) inhibition; HEK293T DAGLB membrane lysate, EnzChek fluorogenic substrate; inhibition, % at 5.17 µM; 340,000 tested, 0.059% active; AID 504411; in the data active = inhibition above about 34%;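 also: 0% = enzyme with vehicle and 100% = wells lacking enzyme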
CAL PDZ FP-2 – blocks peptide binding to human CAL PDZ domain. Q9HD26. purified CAL PDZ, TMR-peptide fluorescence polarization, 1 h. inhibition, % at 20 µM. 330,000 tested, 0.02% active. AID 504414;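 active = highest replicate inhibition of at least 40%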;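 also: plate controls were DMSO neutral control wells for no effect and unlabeled competitor peptide control wells for full effect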
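material = purified tagged CAL PDZ domain construct (CerCALP) | buffer or medium = sodium phosphate/NaCl buffer pH 7.4 with TCEP, IgG, Thesit | reagent = TMR-labelled reporter peptide T*-PRC34 bound in PDZ groove | incubation = 1 h room-temperature incubation prior to read | measured by = fluorescence polarization (mP) | evaluation = percent inhibition from loss of millipolarization | control set = unlabelled peptide and DMSO controls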
Starred values were filed as active, the others as inactive; / = not tested or not shown.

SMILES,Cardiac RTF inh,PKA-R2B activ,Keap1-Nrf2 PPI,LANA DNA inh,CAL PDZ FP-1,RTF Ca sens act,Rtt109 HAT inh,SR-BI DiI-HDL act,DAGLB inhibitor,CAL PDZ FP-2
O=C(C1CCCN1S(=O)(=O)c1cccc2cccnc12)N1CCn2c1nc1ccccc12 (centres undefined),1,-3,-3,-0.8,-3,2,21,2,-2,0.1
CC1=C(C#N)C(NC(=O)c2ccc(Cl)cc2)(C(F)(F)F)C(=O)N1 (centres undefined),5,3,-2,-0.5,-3,-2,6,9,0,-0.3
C/C=C(\C)CN1CCC(n2nccc2NC(=O)c2ccc(OC)cc2)CC1,-3,0,-1,0.3,-3,1,-6,7,-2,-3.4
CC1(c2ccccc2)CC(c2ccccc2)=C(C#N)C(=O)N1 (centres undefined),-16,-10,-1,-7.6,-11,-2,-4,-10,-2,-1.6
CCOC(=O)c1sc(NC(=O)c2ccoc2C)c(C(N)=O)c1C,-8,0,-7,-0.8,-6,3,8,-22,-4,-4.2
S=c1[nH]ccc2ccccc12,-1,-3,1,-0.1,-5,-4,3,15,1,0.5
CSc1ccccc1NC(=O)CN(C)Cc1cc(=O)n2ccsc2n1,4,1,0,-2.8,0,-5,-1,3,0,-2.8
Cc1cc(C)c(NC(=O)COC(=O)Cc2ccsc2)c(C)c1,5,10,-8,0.5,-6,3,0,23,-1,-0.2
CC(=O)c1ccc(OCc2cc(C(=O)NCCn3nc(C)cc3C)no2)cc1,-3,-6,-4,-2.0,-1,3,-4,13,-1,-2.4
CN(C)C(=O)CSc1nc2ccc(N3C(=O)c4ccccc4C3=O)cc2s1,1,-11,5,1.8,-3,-5,2,-1,-2,-0.5
CCN(CCCNc1ncnc2nc[nH]c12)c1cccc(C)c1,-10,9,2,1.5,1,-4,4,34,2,-0.1
CC(=O)Nc1nc(C(=O)Nc2c(C)n[nH]c2C)cs1,-2,-4,-2,-0.1,/,-3,12,16,0,-1.7
Cc1nn(CCC(=O)O)c(C)c1C,0,0,-1,0.5,-1,0,/,-9,-2,-0.7
COc1ccc(NC(=O)CN(C)S(=O)(=O)c2ccc3c(c2)OCCO3)c2ncccc12,4,5,0,0.4,0,0,-3,-12,-3,-0.9
Cc1ccc(N2CCC(N3CCN(C4CCCCC4)C(CCO)C3)CC2)cc1 (centres undefined),-1,-12,0,-0.4,1,-7,/,9,2,-2.4
CC1=NNC(=O)C1CCC(=O)N/N=C\c1ccccc1[N+](=O)[O-] (centres undefined),-3,-3,0,1.0,/,0,-1,21,2,-1.6
COC(=O)c1[nH]c2cc(OC)ccc2c1NC(=O)CCN1CCN(c2ccccc2)CC1,-3,-9,1,0.3,4,-1,-5,10,2,1.0
COCCNC(=O)c1cccc2c1-c1ccccc1C2=O,-4,3,-1,0.5,0,-2,-6,0,-2,-0.2
Cn1c(CNC(=O)c2ccco2)nnc1SCC(=O)Nc1ccc(Cl)cc1,-2,-5,-2,-2.7,-3,10,2,23,0,-2.4
Cc1cccc(Cl)c1NC(=O)N1CCCN(c2ncccc2[N+](=O)[O-])CC1,-9,0,-6,1.1,-8,-4,-19,9,-1,-0.8
COc1ccc(C(=O)Nc2ccc(S(=O)(=O)N3CCCC3)cc2)c(OC)c1,1,-10,-5,-1.1,-3,4,0,-15,-1,0.7
COc1cccc(NC(=O)CN(C)C(=O)c2c(C)noc2C)c1,-1,2,-3,0.2,/,3,4,-3,4,-4.0
NC(=S)N(c1ccccc1)c1ccccc1,-14,4,4,3.8,-7,-2,-7,-12,2,-0.3
COC(=O)C(F)(F)Sc1c(C)[nH]c2ccccc12,-4,4,-1,-1.2,-3,4,/,1,0,-2.0
O=c1nc(N/N=C/c2ccccn2)cn[nH]1,-11,-6,2,-1.9,1,3,-1,11,-3,-0.9
O=C(CCn1nnc2ccccc21)Nc1nnc(COc2ccc(F)cc2)s1,-8,2,-7,-0.7,0,-2,5,-9,1,-1.3
CCCCOC(=O)c1ccc(NC(=O)c2c(OC)cccc2OC)cc1,2,-8,-4,1.4,-4,-3,4,-25,1,-3.8
COC(=O)/C=C1\NC(=O)C(C)S1 (centres undefined),-4,-2,-5,-0.5,1,-3,-4,19,-1,-0.7
Cc1ccc([C@@H]2CC=C(C(=O)O)[C@H](c3ccc(Br)cc3)N2S(=O)(=O)c2ccc(C)cc2)cc1,-12,-16,-7,-0.2,-5,-4,3,6,2,0.2
O=C(COc1cccnc1[N+](=O)[O-])Nc1ccc(Cl)cc1F,-1,5,3,-3.0,-6,0,7,-18,2,-0.7
CCn1c(SCC(=O)Nc2nnc(C)s2)nnc1-c1ccncc1,-9,6,0,0.5,-2,3,/,7,-1,-2.3
O=C1CCCc2ccccc2N1,0,-4,-1,0.3,9,-5,-2,32,-2,-0.2
COc1cc(C(c2nnnn2C2CCCC2)N2CCc3ccccc3C2)ccc1O (centres undefined),-8,4,-7,-0.5,2,2,-5,3,-6,-1.0
COc1ccccc1/C=C/CN1CCNC(=O)C1CC(=O)NCCc1cnccn1 (centres undefined),4,7,-5,0.5,-3,-3,3,/,4,-3.9
COCCNc1nc(C(C)(C)C)nc2c1nnn2Cc1ccccc1Cl,-1,-1,-2,0.9,/,0,4,13,1,-0.2
Cc1cc(C)n(CCC(=O)N/N=C/c2ccc(O)cc2O)n1,0,-2,-2,18,0,1,/,14,0,-1.5
Cc1c([N+](=O)[O-])c(C/C=N/O)nn1C,2,-3,-4,-1.1,0,0,1,26,2,-1.5
CSCCC(NC(=O)c1ccco1)C(=O)Nc1ccc(C)c(S(=O)(=O)N2CCOCC2)c1 (centres undefined),0,5,-3,-0.1,-2,2,2,-10,2,-2.5
CS(=O)(=O)c1ccc(Cl)c(NC(=O)COC(=O)c2ccc(-n3cnnn3)cc2)c1,-16,-6,-6,-0.3,2,-2,0,-12,-1,-1.7
CC1CCN(c2ccc3nnc(CCC(=O)Nc4ccc(F)cc4)n3n2)CC1,1,-3,-5,-0.3,-6,-1,-9,20,-1,-2.8

Entries above with a thiophene ring, fused or not, in the order listed:
SMILES,Cardiac RTF inh,PKA-R2B activ,Keap1-Nrf2 PPI,LANA DNA inh,CAL PDZ FP-1,RTF Ca sens act,Rtt109 HAT inh,SR-BI DiI-HDL act,DAGLB inhibitor,CAL PDZ FP-2
CCOC(=O)c1sc(NC(=O)c2ccoc2C)c(C(N)=O)c1C,-8,0,-7,-0.8,-6,3,8,-22,-4,-4.2
Cc1cc(C)c(NC(=O)COC(=O)Cc2ccsc2)c(C)c1,5,10,-8,0.5,-6,3,0,23,-1,-0.2

Continued:
SMILES,Cardiac RTF inh,PKA-R2B activ,Keap1-Nrf2 PPI,LANA DNA inh,CAL PDZ FP-1,RTF Ca sens act,Rtt109 HAT inh,SR-BI DiI-HDL act,DAGLB inhibitor,CAL PDZ FP-2
Cn1c(NCc2cc(Br)ccc2O)nc2ccccc21,6,3,-1,1.8,-3,-1,1,-25,1,-0.1
Cc1c(Cc2c(C)n(C)n(-c3ccccc3)c2=O)c(=O)n(-c2ccccc2)n1C,0,-3,2,0.7,-2,2,-9,6,-1,-0.1
COc1cc(C2CC(=O)c3cnc(N4CCN(Cc5ccccc5)CC4)nc3C2)cc(OC)c1OC (centres undefined),13,-9,-5,0.2,6,-8,2,-5,-4,0.3
CN(C)C(CNC(=O)c1ccccc1OCc1ccc(Cl)cc1)c1ccco1 (centres undefined),13,-10,1,1.2,-1,0,4,-18,-3,-4.3
COc1ccc(C2=CC(=O)C[C@H](c3ccc4c(c3)OCO4)C2)cn1,-7,0,-2,0.6,0,-6,-12,-13,-9,0.1
CC(C)n1c(O)c(N=Nc2ccccn2)c2ccccc21,-10,-7,1,-0.4,-1,1,-2,23,-1,-2.0
Cc1ccc(C)c(Nc2nc3c(S(=O)(=O)c4ccccc4)nnn3c3ccccc23)c1,0,-7,2,1.7,0,2,15,16,0,-0.7
CC(OC(=O)c1ccccc1NCCO)C(=O)NC1CCCCC1C (centres undefined),4,-3,0,0.7,-11,-3,0,-20,0,-0.9

Gathered by group, the entries above containing two or more sulfur atoms (4)
SMILES,Cardiac RTF inh,PKA-R2B activ,Keap1-Nrf2 PPI,LANA DNA inh,CAL PDZ FP-1,RTF Ca sens act,Rtt109 HAT inh,SR-BI DiI-HDL act,DAGLB inhibitor,CAL PDZ FP-2
CSc1ccccc1NC(=O)CN(C)Cc1cc(=O)n2ccsc2n1,4,1,0,-2.8,0,-5,-1,3,0,-2.8
CN(C)C(=O)CSc1nc2ccc(N3C(=O)c4ccccc4C3=O)cc2s1,1,-11,5,1.8,-3,-5,2,-1,-2,-0.5
CCn1c(SCC(=O)Nc2nnc(C)s2)nnc1-c1ccncc1,-9,6,0,0.5,-2,3,/,7,-1,-2.3
CSCCC(NC(=O)c1ccco1)C(=O)Nc1ccc(C)c(S(=O)(=O)N2CCOCC2)c1 (centres undefined),0,5,-3,-0.1,-2,2,2,-10,2,-2.5

Source: PubChem BioAssay (several laboratories)
